High-throughput results deposited in PubChem BioAssay by several laboratories.
CIT2 TOR yeast: modulators of TOR pathway CIT2-GFP in S. cerevisiae. S. cerevisiae CIT2-GFP strain, flow cytometry, 3 h; 100 means same as DMSO wells. GFP response vs DMSO, % at 10 µM. actives 0.065% (n = 320,000);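 active = GFP response relative to DMSO above a set limit, near the screen mean plus 3 SD, cut at about 150% in these data; inconclusive = Fewer than 70 cells measured for a yeast strain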;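 note: ratio of well median GFP fluorescence to mean of DMSO wells on the plate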
MCL1-BIM inh: disrupts human MCL1 binding to BIM-BH3 peptide. Q07820. GST-MCL1 / FITC-Bim-BH3 fluorescence polarization. inhibition, % at 10.9 µM. actives 0.68% (n = 320,000);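 active = inhibition above the mean inhibition of all tested compounds plus 3 SD, set per campaign, cut at about 40% in these data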;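 note: 0% = DMSO wells and 100% = unlabeled Bim-BH3 peptide control; higher means more loss of mP so more displacement of Bim peptide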
MEX-5 binding: C. elegans MEX-5 TCR-2 RNA binding activity; Q9XUB2; MEX-5/FITC-TCR2 RNA binding, fluorescence polarization; hits give low values; activity score (negative = inhibition of binding), % at 10 µM; actives 0.38% (n = 300,000);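 active = inhibition past about -25% in most replicates, and total fluorescence under double the plate's negative control median, limit read from the data; inconclusive = replicates evenly split on the limit, or fluorescence at least double controls; inactive = too little inhibition in most replicates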;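 note: 0% = DMSO and -100% = 5 µM competing unlabeled TCR2 RNA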
GRK2 inh: human GRK2 inhibition via aptamer displacement | P25098 | bead flow cytometry, FAM-aptamer displacement from GRK2 | inhibition of aptamer binding, % at 10 µM | actives 0.59% (n = 330,000) | AID 488847;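 active = inhibition of aptamer binding above 40%, roughly 3 SD of noise, on plates passing a quality check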;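 note: median bead fluorescence of bound FAM aptamer so fluorescent compounds give negative values; no value below 0 was filed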
GLD-1 RNA inh: GLD-1-TGE RNA interaction inhibition (C. elegans). Q17339. purified GLD-1 + fluorescein TGE RNA, fluorescence polarization. inhibition, % at 5.96 µM. actives 0.44% (n = 320,000);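 active = percent inhibition above a per-plate cutoff, the plate mean of test compounds plus 3 SD, cut at about 30% in these data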;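 note: 0% = DMSO wells with GLD-1 and probe and 100% = wells lacking GLD-1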
BCLXL inh: blocks human Bcl-xL binding to Bim BH3 peptide | Q07817 | GST-Bcl-xL / FITC-Bim BH3 peptide fluorescence polarization | inhibition, % at 10.9 µM | actives 0.7% (n = 320,000) | AID 2129;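 active = inhibition above the mean of all tested compounds plus 3 SD, cutoff set per campaign, cut at about 30% in these data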;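 note: 0% = DMSO wells and 100% = unlabeled Bim-BH3 peptide competitor; inhibitors lower millipolarization by displacing the labeled peptide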
AGP1-GFP MLPCN: alters AGP1-GFP fluorescence in TOR pathway yeast screen; S. cerevisiae AGP1-GFP multiplex flow cytometry, 3 h; GFP as percent of DMSO wells; actives 0.02% (n = 320,000); GFP response vs DMSO, % at 10 µM;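 active = GFP response relative to DMSO above a set limit, near screen average plus 3 SD, cut at about 150% in these data; inconclusive = fewer than 70 cells counted for the yeast strain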;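 note: median GFP channel fluorescence of the gated AGP1 strain per well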
VLA-4 inh: inhibition in a human VLA-4 binding assay; P13612; VLA-4 expressing cells, ligand binding flow cytometry; inhibition, % (about 7 µM as worked out from the volumes in the protocol); actives 0.2% (n = 330,000); AID 2557; in the data active = inhibition above about 50%
Target sequence (P13612 whole entry, looked up): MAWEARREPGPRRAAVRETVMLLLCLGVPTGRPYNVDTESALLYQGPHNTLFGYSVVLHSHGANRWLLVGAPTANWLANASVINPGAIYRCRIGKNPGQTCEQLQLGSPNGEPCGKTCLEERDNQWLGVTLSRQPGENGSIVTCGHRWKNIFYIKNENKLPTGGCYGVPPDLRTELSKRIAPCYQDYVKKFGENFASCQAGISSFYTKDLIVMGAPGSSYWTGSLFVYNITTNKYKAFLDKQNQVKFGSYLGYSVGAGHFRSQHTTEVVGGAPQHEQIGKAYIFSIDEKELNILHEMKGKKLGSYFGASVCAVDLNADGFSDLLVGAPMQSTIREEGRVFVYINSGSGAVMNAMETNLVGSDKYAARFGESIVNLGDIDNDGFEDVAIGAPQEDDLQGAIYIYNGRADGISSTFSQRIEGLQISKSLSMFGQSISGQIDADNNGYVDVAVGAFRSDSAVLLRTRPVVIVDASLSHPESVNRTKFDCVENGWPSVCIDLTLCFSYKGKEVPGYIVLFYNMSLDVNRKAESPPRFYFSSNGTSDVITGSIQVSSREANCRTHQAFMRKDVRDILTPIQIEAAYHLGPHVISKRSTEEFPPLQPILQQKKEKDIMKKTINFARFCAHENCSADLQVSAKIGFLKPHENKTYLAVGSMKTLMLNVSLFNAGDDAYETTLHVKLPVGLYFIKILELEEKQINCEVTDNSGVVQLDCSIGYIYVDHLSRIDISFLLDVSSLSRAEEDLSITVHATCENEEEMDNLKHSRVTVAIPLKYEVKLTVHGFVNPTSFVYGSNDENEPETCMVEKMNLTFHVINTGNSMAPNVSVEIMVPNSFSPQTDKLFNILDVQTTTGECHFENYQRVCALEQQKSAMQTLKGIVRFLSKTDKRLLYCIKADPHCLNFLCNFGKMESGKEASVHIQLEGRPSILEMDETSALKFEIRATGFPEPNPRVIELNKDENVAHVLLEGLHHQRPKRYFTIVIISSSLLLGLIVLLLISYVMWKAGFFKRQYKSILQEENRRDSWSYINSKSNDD
Fam108B inh: Fam108B inhibition, counter-screen for RBBP9 inhibitors; recombinant Fam108B, FP-Rh probe fluorescence polarization; inhibition, % at 9.51 µM; actives 0.33% (n = 300,000);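 active = inhibition above the screen mean inhibition plus 3 SD, computed separately per campaign, cut at about 18% in these data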;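 note: inhibitors lower polarization as less probe binds the enzyme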
* marks the source's active call; other numbers are inactive results; i = inactive; ? = inconclusive; · = no result given.

SMILES	CIT2 TOR yeast	MCL1-BIM inh	MEX-5 binding	GRK2 inh	GLD-1 RNA inh	BCLXL inh	AGP1-GFP MLPCN	VLA-4 inh	Fam108B inh
CC1CCCCC1NC(=O)COC(=O)c1ccc2ncsc2c1 (centres undefined)	104	5	·	3	1	2	102	-1	·
CC(=O)c1c(C)[nH]c(C(=O)Nc2cc(S(=O)(=O)N(C)C)ccc2C)c1C	93	-3	1.0	0	-3	-2	93	1	-8
FC(F)(F)COc1cc(-c2nnc(SCc3ccccc3)n2Cc2ccco2)cc(OCC(F)(F)F)n1	106	3	1.6	0	-1	1	107	-2	5
CCOc1ccc(C(=O)Nc2nccs2)cc1[N+](=O)[O-]	97	-3	2.2	2	0	0	101	27	-1
CN(C)CCCNC(=S)Nc1ccc(-c2ccccc2)cc1	104	11	-0.6	0	4	6	106	0	-3
Cc1ccc(N/C=C(\C#N)c2ccc(OCCCF)cc2)cc1	93	-1	0.0	2	5	2	94	7	0
C=CCn1c(SCC(C)=O)nnc1-c1ccc2ncccc2c1	92	-11	1.0	0	-7	-8	99	13	-3
CCCNC(=O)Nc1ccc(F)c(Cl)c1	96	6	-1.7	8	15	6	102	0	0
CCOc1ccccc1NC(=O)c1cccc(NC(=O)CC(c2ccccc2)c2ccccc2)c1	70	1	3.4	3	3	3	75	4	-26
O=C(Oc1ccc2cc(Br)ccc2c1)c1cccnc1	104	-3	-0.5	0	2	6	98	22	-3
CCCC1=NN2C(=N)/C(=C\c3ccc(SCc4ccco4)o3)C(=O)N=C2S1	116	80*	-16	1	24	70*	89	·	-78
CCS(=O)(=O)N1CCCC(C(=O)NCCCN(C)Cc2ccccc2)C1 (centres undefined)	100	6	0.0	0	-2	4	102	-3	-7
Cc1cccc(N2CCN(C(=O)c3ccc(NS(=O)(=O)c4c(C)noc4C)cc3)CC2)c1C	98	0	2.5	2	-3	4	104	8	-3
Cc1cccc(C)c1OCC(=O)N/N=C/c1cc2c(cc1[N+](=O)[O-])OCO2	99	6	-0.6	4	3	8	96	-7	2
COC(=O)c1ccc(Nc2nc(-c3ccncc3)nc3ccccc23)cc1	89	-16	-1.4	0	1	-1	89	0	-9
Cc1ccc(S(=O)(=O)NCC(=O)N2CCN(c3ccc(F)cc3)CC2)cc1	·	9	-0.8	0	2	8	96	4	2
COc1ccccc1S(=O)(=O)NCc1ccc(C(=O)NC2CCC(O)CC2)cc1 (centres undefined)	98	1	·	3	9	1	105	-7	·
CCCC(C(=O)N(C)CC(=O)Nc1ccc(N2CCOCC2)cc1)c1ccccc1 (centres undefined)	83	-2	-0.6	0	0	3	88	8	-1
COc1ccc(C)cc1NC(=O)C1COc2ccccc2O1 (centres undefined)	92	2	1.5	0	-1	-1	94	-6	-1
CCOc1ccc(NC(=O)c2ccccc2OCC(=O)c2ccc(C)cc2)cc1	·	-1	-0.1	1	-1	4	106	-1	1

Part of the list above, comma-delimited:
Molecule,CIT2 TOR yeast,MCL1-BIM inh,MEX-5 binding,GRK2 inh,GLD-1 RNA inh,BCLXL inh,AGP1-GFP MLPCN,VLA-4 inh,Fam108B inh
Cc1ccc(N/C=C(\C#N)c2ccc(OCCCF)cc2)cc1,93,-1,0.0,2,5,2,94,7,0
CCOc1ccccc1NC(=O)c1cccc(NC(=O)CC(c2ccccc2)c2ccccc2)c1,70,1,3.4,3,3,3,75,4,-26
FC(F)(F)COc1cc(-c2nnc(SCc3ccccc3)n2Cc2ccco2)cc(OCC(F)(F)F)n1,106,3,1.6,0,-1,1,107,-2,5

New compounds follow
SMILES	CIT2 TOR yeast	MCL1-BIM inh	MEX-5 binding	GRK2 inh	GLD-1 RNA inh	BCLXL inh	AGP1-GFP MLPCN	VLA-4 inh	Fam108B inh
O=c1cc(-c2ccc(Cl)cc2)[nH][nH]1	108	11	3.3	0	1	9	108	1	-3
COc1ccc(OC)c(NC(=O)c2ccccc2N(C)S(=O)(=O)c2ccc(C)cc2)c1	97	-1	-0.3	2	3	1	100	9	0
COc1ccccc1-c1nc(SCC(=O)Nc2cc(C)on2)c2c(=O)n(C)c(=O)n(C)c2n1	103	-2	-0.2	1	2	5	97	-2	5
O=C(Nc1ncccn1)C12CC3CC(CC(C3)C1)C2	103	8	-0.5	0	-2	1	108	-6	5
COCCN(C(=O)CCC(=O)Nc1ccccn1)C(C(=O)NC(C)(C)C)c1ccc(OC)cc1 (centres undefined)	104	3	-1.6	0	-3	4	104	1	3
O=C(NCc1cccs1)c1csc2ccccc12	94	2	-5.0	2	1	0	106	16	-3
O=C(CN1C(=O)COc2ccc(Cl)cc21)NCC1CCCO1 (centres undefined)	89	9	1.0	0	0	6	94	2	1
COCCn1nnnc1C(c1ccc(Cl)cc1)N1CCSCC1 (centres undefined)	108	9	-2.1	3	4	8	103	1	-1
CCOC(=O)c1ccccc1NC(=O)CSc1ncc(C(=O)OCC)c(N)n1	·	6	1.6	0	-5	-2	97	-1	1
O=C(NNC(=O)c1ccc(NC(=O)C2CC2)cc1)c1ccc(F)cc1	114	·	·	0	·	·	106	3	·
Fc1ccc2c(c1)C(c1ccncc1)=NNC(c1ccccc1)=N2	97	-2	-1.1	3	1	-5	100	6	1
Cc1ccc(C(=O)CSc2nnc3n2CCCCC3)s1	104	3	·	0	-4	2	108	8	·
Nc1c(C(=O)Nc2ccc(F)cc2)nnn1-c1cccc(C(F)(F)F)c1	98	0	-0.5	3	-6	1	99	3	-1
CC(=O)Nc1ncc2c(n1)CC(c1ccco1)CC2=O (centres undefined)	93	5	-0.4	3	7	7	98	11	-3
Cc1ccc(C)c(NCC(=O)NNC(=S)Nc2ccccc2)c1	99	5	-3.0	0	5	1	97	-7	2
CCCSc1ccc(-c2nn(-c3ccccc3)cc2/C=C(/C#N)C(=O)N2CCOCC2)cc1	101	2	2.6	7	2	-2	102	21	-11
CC1CCCN(S(=O)(=O)c2cccc3nonc23)C1 (centres undefined)	101	·	1.7	3	·	·	99	4	·
CC(C)CN(C(=O)COC(=O)Cc1cccc2ccccc12)c1c(N)n(Cc2ccccc2)c(=O)[nH]c1=O	110	-7	6.5	3	0	-5	112	-6	0
NC(=O)C1CCN(c2nc(C3CC3)nc3c2nnn3Cc2ccccc2)CC1	103	5	1.8	0	4	8	94	10	0
CN(CC(=O)Nc1ccc(Cl)cc1)C(=O)c1sccc1-c1ccccc1	99	0	·	0	1	5	98	-11	·
O=C(C(=O)c1ccc(O)cc1)c1ccccc1	95	1	0.5	0	3	3	101	58*	6
NC(=O)CSc1nnc(Cn2c(=O)sc3ccccc32)n1CCc1ccccc1	106	-2	-0.2	0	2	0	106	-13	0
CCn1cnc2cc(NCc3ccncc3)ccc21	95	13	-11	0	10	3	97	2	-1
NC(=O)CCn1c(=O)oc2ccccc21	96	0	-0.6	0	7	5	102	10	-2
Cc1nc2sc(C(c3ccccc3)N3CCC(O)CC3)c(O)n2n1 (centres undefined)	86	-9	1.5	0	-1	-6	92	5	3
O=C(CC1N=C2c3ccccc3N=C(SCc3ccccc3Cl)N2C1=O)NCc1ccco1 (centres undefined)	99	19	-1.2	0	15	15	99	-5	-3
CC(=O)Nc1cccc(/C(C)=N/NC(=S)NC(C)C)c1	100	11	2.2	2	2	2	106	-2	0
CCc1noc(C)c1C(=O)Nc1nc(-c2ccc(OC)cc2OC)cs1	96	5	0.8	2	1	6	99	0	0
O=C(O)CCC(=O)OCC1CCCCC1	101	0	1.4	0	6	3	83	-4	-4
O=C(NC1CCCCC1)c1ccc(Cl)c(NC(=O)c2ccccc2F)c1	103	-1	-2.2	0	0	5	97	21	1
NC(=O)COc1ccccc1C1=NO[C@@](CC(=O)O)(C(=O)Nc2ccc3c(c2)OCCO3)C1	97	-4	1.0	3	-3	7	94	6	-2
COc1cc(/C=N/Nc2nc(=O)[nH]nc2C)cc(OC)c1O	110	-1	2.8	1	-13	0	102	0	6
Cn1c(=O)[nH]c(=O)c2c1nc(NCCCn1ccnc1)n2Cc1cccc(Br)c1	103	4	-10	2	0	8	104	-13	0
COC(=O)c1cccc(N(C(=O)c2ccco2)C(C(=O)NC2CCCC2)c2ccco2)c1 (centres undefined)	109	8	-3.8	8	2	2	107	-18	-3
O=C(Nc1ccccc1)Nc1ccc(NC(=O)c2ccccc2O)cc1	97	3	-0.6	1	6	2	95	5	5
Cc1cc(C)cc(N=Cc2[nH]c3ccc(Br)c(Cl)c3c2O)c1	106	-111	-2.0	1	-58	-64	94	i	-2
CCOc1ccc(NC(=O)CN2C(=O)COc3ccc(S(=O)(=O)N4CCCCC4)cc32)cc1	108	4	-0.2	0	-5	-2	108	3	-2
Fc1cccc(CSc2nnc3c(n2)[nH]c2ccccc23)c1	111	1	-0.7	0	5	-2	99	10	-21
CN(C)/C=N/c1nc2nccc(-c3ccc(F)cc3)n2n1	99	6	-0.4	0	1	1	87	-1	6
Cc1ccc(NC(=O)[C@H](C)NC(=O)C2CCN(C(=O)[C@H](CC(C)C)NC(=O)OC(C)(C)C)CC2)cc1	100	-6	1.7	0	7	0	99	1	-7
CC(=O)NCc1ccc(S(=O)(=O)N/N=C/c2ccc(N(C)C)cc2)cc1	99	1	-2.2	1	0	6	103	9	-3
CCCCC(=O)Nc1cccc(NC(=O)c2ccccc2Br)c1	105	2	1.7	1	-1	3	103	-3	2
CC(=O)c1cccc(NC(=O)/C(=C\c2cccnc2)NC(=O)c2ccccc2)c1	103	3	-2.4	0	4	4	100	17	2
CCOc1ccc(/C=C2/SC(=O)NC2=S)cc1	96	50*	-1.8	6	67*	48*	95	-4	9
O=C(c1c[nH]c(C(=O)C(Cl)(Cl)Cl)c1)c1ccccc1Br	95	7	-1.9	3	4	6	112	3	0
Cc1ccc(S(=O)(=O)Nc2nc3ccccc3nc2N2CCOCC2)cc1	96	·	·	1	-2	·	104	-2	·
CCCn1c(SCC(=O)NCCc2ccccc2)nnc1-c1ccco1	105	8	0.5	0	-2	5	97	6	-1
O=C(Nc1cccc(NC(=O)c2ncn[nH]2)c1)c1cccc(Cl)c1	100	7	-2.3	0	7	6	104	7	-3
CN(C)S(=O)(=O)N1CCN(C(=O)c2cccs2)CC1	102	4	1.1	0	0	4	101	-1	3
Cc1nnc(SCC(=O)Nc2sccc2C#N)n1Cc1ccccc1	103	8	2.5	0	15	12	100	5	2
COC(=O)C(Cc1ccc(O)cc1)NC(=O)C12CC3CC(CC(C3)C1)C2 (centres undefined)	84	3	0.2	2	0	1	87	36	-3
O=c1c(/C=C(\O)c2ccc(F)cc2)nc2ccccc2n1-c1ccccc1	107	-12	?	0	-17	3	100	i	-16
O=C(NC1CCCc2ccccc21)c1cncc(Br)c1 (centres undefined)	92	-14	3.5	4	-6	-1	106	8	-1
CCC1=NN(C(=O)c2ccc(Cl)cc2)C(O)(c2ccc(C)cc2)C1 (centres undefined)	94	·	1.7	0	·	·	104	3	·
COc1ccc(OCc2cc(C(=O)NCC(C)Oc3cccnc3)no2)c(Cl)c1 (centres undefined)	99	0	0.6	4	6	4	98	0	1
CCCCn1c(=O)c(CCC(=O)OCC(=O)NC(=O)NCCC(C)C)nc2ccccc21	111	3	2.3	4	-3	4	93	9	-2
CCN1CCN(CCNC(=O)c2ccc3nc(-c4cccc(C)c4)c(-c4cccc(C)c4)nc3c2)CC1	?	5	1.7	0	-12	6	?	5	-2
